# Rab7 wt GTP bind = modulators of GTP binding to Rab7, primary screen, biochemical, wildtype, multiplex bead flow cytometry; Rab7 GTPase wild type (dog), Bodipy-FL-GTP binding; GST-Rab7 beads, fluorescent GTP binding; actives lie on both sides; untreated = 100%, excess cold GTP = 0%; GTP binding activity (percent of control), % at 10 µM; AID 758, 2007; 190,000 tested, 0.055% active;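 active = fluorescent GTP binding to Rab7 beads changed by at least 20 points from the 100% baseline, either direction, mostly lower; inconclusive = compound itself probably fluorescent, or too few beads counted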;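 also: median green fluorescence of bound Bodipy-FL-GTP per Rab7 bead population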
# Rac1 mut GTP = GTP binding modulators of activated mutant Rac1, primary screen, biochemical, bead-based flow cytometry, multiplex, fluorescent GTP. Ras-related C3 botulinum toxin substrate 1 (Homo sapiens), P63000. GST-Rac1 activated beads; actives lie on both sides; 100% means binding = to untreated wells. percent activity (GTP binding), % at 10 µM. 190,000 tested, 0.11% active. AID 764, 2007;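 active = GTP binding at least 20 percentage points away from the 100% baseline, in either direction, so actives lie on both sides; inconclusive = Compound likely fluorescent itself, or too few beads counted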
# Rac1 wt modul = wildtype Rac1 GTP binding modulators, primary screen, biochemical, GST-Rac1 beads, flow cytometry, multiplex; 190,000 tested, 0.27% active; AID 757, 2007; fluorescent GTP binding; actives lie on both sides; 0 = cold GTP competed, 100 = untreated; GTP binding activity (% of control), % at 10 µM;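 active = GTP binding activity at least 20 points away from the 100% control level, either lower or higher; inconclusive = compound flagged as likely green fluorescent, judged across all proteins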
# Avidin fluor = green autofluorescence of compounds with avidin beads – biophysical, 488/530 nm, flow cytometry, artefact control, profiling panel; compound fluorescence 488/530 nm; stronger effect = higher value; fluorescence (KMESF) at 10 µM; 220,000 tested, 0.38% active; AID 1775, 2009; in the data active = fluorescence above about 47; also: inactives centre near 10
# ABCG2 inh = ABCG2 efflux pump inhibitors, primary screen, multiplex with ABCB1, IgMXP3 cells, flow cytometry | Broad substrate specificity ATP-binding cassette transporter ABCG2 (Homo sapiens), Q9UNQ0 | JC-1 efflux | inhibition, % at 6.6 µM | 190,000 tested, 0.1% active | AID 1325, 2008;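 active = inhibition above 80%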;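 also: 0% = DMSO and 100% = nicardipine control wells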
# Target sequence (Q9UNQ0 whole entry, looked up): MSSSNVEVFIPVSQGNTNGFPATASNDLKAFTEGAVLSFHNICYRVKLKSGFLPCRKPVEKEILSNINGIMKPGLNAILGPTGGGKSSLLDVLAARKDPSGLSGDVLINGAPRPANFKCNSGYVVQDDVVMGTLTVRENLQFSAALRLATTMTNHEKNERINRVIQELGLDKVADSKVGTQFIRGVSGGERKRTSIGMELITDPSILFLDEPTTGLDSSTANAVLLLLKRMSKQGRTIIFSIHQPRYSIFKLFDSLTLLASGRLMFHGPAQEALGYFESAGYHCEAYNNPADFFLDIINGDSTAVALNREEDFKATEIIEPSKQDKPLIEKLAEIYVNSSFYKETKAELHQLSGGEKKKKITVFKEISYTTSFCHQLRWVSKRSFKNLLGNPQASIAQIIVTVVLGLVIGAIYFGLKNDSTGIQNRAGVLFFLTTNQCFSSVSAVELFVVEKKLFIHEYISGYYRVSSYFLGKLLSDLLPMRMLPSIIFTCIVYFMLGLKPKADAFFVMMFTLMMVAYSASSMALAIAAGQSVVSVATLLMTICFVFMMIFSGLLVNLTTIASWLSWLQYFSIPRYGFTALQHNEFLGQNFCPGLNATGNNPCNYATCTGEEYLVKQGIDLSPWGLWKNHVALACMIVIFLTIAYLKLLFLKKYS
#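 Assay system – ABCG2 IgMXP3 and barcoded ABCB1 CCRF-Adr cell mix · Input – 3 million cells/mL in well · Reagent – JC-1 fluorescent substrate · Compound – single test compound dose, 6.6 µM final · Timing – 10 min exposure at 25 °C with rotation, no wash · Detection – flow cytometry of retained JC-1 fluorescence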
# GSH fluor = compound fluorescence on glutathione beads, profiling panel, artefact control, biophysical, 488/530 nm, flow cytometry | fluorescence (KMESF) at 10 µM | AID 1776, 2009 | 190,000 tested, 0.25% active | GSH beads flow cytometry, compound fluorescence 488/530 nm; stronger effect = higher value; in the data active = fluorescence above about 89;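 also: glutathione beads carrying GST-tagged Bcl family fusion proteins plus one bare bead set; values are compound well signal with DMSO vehicle wells as background; inactives centre near 16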
# Rab2 wt GTP = modulators of GTP binding to Rab2A wildtype, primary screen, biochemical, dog, bead-based flow cytometry, multiplex. AID 760, 2007. GST-Rab2 wt beads, Bodipy-GTP binding. GTP binding activity, % at 10 µM. 190,000 tested, 0.19% active. Ras-related protein Rab-2A (Canis lupus familiaris), P61105;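 active = GTP binding activity at least 20 points away from 100%, either lowered or raised; inconclusive = signal likely due to the compound's own green fluorescence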;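 also: 0% = beads with excess unlabeled GTP and 100% = no-compound control corrected for plate trend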
# Cdc42 wt GTP = modulators of GTP binding to wildtype Cdc42, primary screen, biochemical, multiplex bead flow cytometry, Bodipy-GTP. Cell division control protein 42 homolog (Homo sapiens), P60953. GST-Cdc42 beads; actives lie on both sides. percent activity (GTP binding), % at 10 µM. 190,000 tested, 0.2% active. AID 761, 2007;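 active = percent activity GTP binding at least 20 points away from the 100% baseline, either down as inhibitor or up as activator; inconclusive = compound flagged as likely green fluorescent from well-wide comparison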;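 also: median bead fluorescence of bound Bodipy-FL-GTP at 100 nM; 0% = excess unlabeled GTP control and 100% = no compound control; below 100% means less GTP binding so inhibitor and above means activator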
# Target sequence (P60953 whole entry, looked up): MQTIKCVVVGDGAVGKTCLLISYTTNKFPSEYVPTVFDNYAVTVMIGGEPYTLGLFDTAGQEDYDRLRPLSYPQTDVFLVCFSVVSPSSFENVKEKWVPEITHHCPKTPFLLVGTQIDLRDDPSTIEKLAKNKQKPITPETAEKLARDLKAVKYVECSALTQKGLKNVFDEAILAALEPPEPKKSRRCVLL
# ABCB1 block = ABCB1 efflux pump inhibitors, primary screen, cell-based, multiplex, flow cytometry, ABCG2 counter-screen; 190,000 tested, 0.067% active; inhibition, % at 6.6 µM; ATP-dependent translocase ABCB1 (Homo sapiens), P08183; CCRF-Adr cells, JC-1 efflux; AID 1326, 2008; in the data active = inhibition above about 40%;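 also: 0% = vehicle and 100% = reference inhibitor; higher value means more JC-1 retained so stronger ABCB1 efflux block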
# Pf gametocyte = late stage P. falciparum gametocyte viability inhibitors, primary screen, ATP luminescence, HTS | AID 743093, 2013 | 150,000 tested, 0.065% active | inhibition, % at 10.9 µM | P. falciparum stage V gametocytes, 24 h;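 active = inhibition above the mean plus 3 SD of compounds within the control limits, set per campaign, cut at about 38% in these data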;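 also: 0% = DMSO wells and 100% = medium only without gametocytes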
# HRas wt GTP bind = modulators of GTP binding to HRas wildtype, primary screen, biochemical, bead-based flow cytometry, multiplex; GST-Ras wt beads, Bodipy-FL-GTP binding; actives lie on both sides; GTP binding activity, % at 10 µM; 190,000 tested, 0.14% active;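 active = GTP binding activity at least 20% away from the 100% baseline, either lowered as inhibitor or raised as activator; inconclusive = flagged as likely green fluorescent, judged across all proteins in the well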;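 also: 0% = unlabeled GTP competition control and 100% = no-compound control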
# Target sequence (P01112 whole entry, looked up): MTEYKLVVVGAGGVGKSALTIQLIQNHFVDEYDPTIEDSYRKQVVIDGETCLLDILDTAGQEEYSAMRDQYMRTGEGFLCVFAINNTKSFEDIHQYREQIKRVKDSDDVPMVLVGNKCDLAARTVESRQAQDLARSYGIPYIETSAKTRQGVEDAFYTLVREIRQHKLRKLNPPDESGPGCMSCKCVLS
# Active calls of the source: *; ? = inconclusive; . = no result given.
SMILES,Rab7 wt GTP bind,Rac1 mut GTP,Rac1 wt modul,Avidin fluor,ABCG2 inh,GSH fluor,Rab2 wt GTP,Cdc42 wt GTP,ABCB1 block,Pf gametocyte,HRas wt GTP bind
O=C1NC2(CCCCC2)C(=O)N1Cc1cccc(C(F)(F)F)c1,106,97,102,6,0,11,102,103,0.6,21,101
CCOC(=O)c1[nH]c(C)c(C(=O)OCC(=O)Nc2sc3c(c2C#N)CCCCC3)c1C,96,93,100,10,15,16,97,95,4.1,.,96
CSCCC(NC(=O)c1ccc(=O)n(C)n1)c1nc2ccccc2[nH]1 (stereo not given),97,96,95,15,2,34,98,96,0.9,-12,96
COc1ccccc1/C=N/NC(=O)C(NC(=O)c1ccccc1)=C(C)C,91,95,99,17,0,25,96,100,0.2,9,96
Cc1cc2nc(C)n(CCCN)c2cc1C,102,100,109,12,13,29,103,104,-0.8,-48,102
COc1ccc(S(=O)(=O)N2CCC(C(=O)N3CCCC3)CC2)cc1Cl,102,103,104,10,1,16,103,105,0.2,.,102
CCCCNC1=CC(=O)C(=O)c2ccccc21,98,95,99,10,1,12,99,96,0.1,0,97
COCCCn1cnc2oc3nc4ccccc4nc3c2c1=O,96,93,94,34,7,13,95,97,1.0,.,97
CON/C=C(\C=Nc1ccccc1)c1ncc(C(F)(F)F)cc1Cl,104,96,99,10,2,16,100,98,0.5,-3,100
COc1ccc(OC)c(CCNC(=O)CN2C(=O)CC(C)(C)S(=O)(=O)c3ccccc32)c1,103,102,111,7,1,21,102,105,0.8,.,105
CCCCNC(=O)c1ccccc1C(=O)NCCCC,96,98,96,34,0,13,97,100,0.3,1,98
CCOC(=O)N1CCC(NCc2c(C(=O)N(C)Cc3ccccc3)nc3ccccn23)CC1,100,94,101,6,0,17,97,97,0.6,-9,97
CSc1nc(-c2ccccc2)c2cc(Cl)ccc2n1,100,101,103,12,1,14,102,100,0.3,.,101
COCc1cc(N2CCCCC2)nc(-c2ccccc2)n1,101,94,96,25,1,10,95,94,0.1,-16,99
COc1ccc(NC(=O)C2CCCN2S(=O)(=O)c2ccc3c(c2)CCC(=O)N3)cc1 (stereo not given),?,?,?,6,1,14,?,?,0.2,.,?
CCOC(=O)c1cccc(NC(=O)C2CCCN(S(=O)(=O)c3cnc[nH]3)C2)c1 (stereo not given),103,101,102,7,-5,20,100,98,-2.2,.,102
COc1cc(SC)ccc1C(=O)OCC(=O)NCC(C)C,93,96,98,6,3,15,94,95,0.9,4,98
COC(=O)[C@H]1[C@H](C(=O)OC)[C@@H](C(=O)OC)N(c2ccc(OC)cc2)[C@@H]1C(=O)OC,99,102,101,5,-1,9,99,100,-0.3,.,102
Cc1cc(C(=O)N/N=C/c2cccc([N+](=O)[O-])c2O)n[nH]1,95,95,99,18,13,10,94,102,-0.9,-15,96
CCn1c(SCC(=O)NNC(=O)Cc2ccccc2)nnc1-c1ccncc1,99,94,99,12,0,14,97,101,0.2,-1,97

# Single entries from the results shown:
# Under Rab7 wt GTP bind, CCOC(=O)N1CCC(NCc2c(C(=O)N(C)Cc3ccccc3)nc3ccccn23)CC1 reads 100
# Under Rab7 wt GTP bind, Cc1cc(C(=O)N/N=C/c2cccc([N+](=O)[O-])c2O)n[nH]1 reads 95

# Next section
SMILES,Rab7 wt GTP bind,Rac1 mut GTP,Rac1 wt modul,Avidin fluor,ABCG2 inh,GSH fluor,Rab2 wt GTP,Cdc42 wt GTP,ABCB1 block,Pf gametocyte,HRas wt GTP bind
Clc1ccc(OCCOCCOc2cccc3cccnc23)c(Br)c1,99,98,98,12,17,11,98,96,0.8,-36,99
Cc1ccc(NC(=O)CNC(=O)OCc2ccccc2)cc1C,100,84,89,10,2,9,89,86,0.4,5,90
CC1CCN(c2c(NCC3CCC(C(=O)N4CCCC(C)C4)CC3)c(=O)c2=O)CC1 (stereo not given),100,96,101,8,-2,24,99,99,-2.2,.,98
COc1ccccc1CNC(=O)CC(NS(=O)(=O)c1ccc(C)cc1)c1ccco1 (stereo not given),104,102,111,5,1,44,104,107,0.2,15,104
CC(=O)NC(=O)NC1CSCC1OC(C)=O (stereo not given),97,100,102,19,-8,35,99,98,0.5,-14,99
CC(C)(C)NC(=O)NC(=O)COc1ccccn1,97,98,101,12,1,7,97,99,0.2,.,101
O=C(NCc1ccco1)c1ccc2c(c1)N(Cc1ccccc1)C(=O)CS2,102,98,105,15,6,13,102,107,1.5,.,106
O=C(CNc1ccc(F)cc1)c1ccccc1,98,97,97,10,-1,14,100,98,-0.3,-11,97
CC(C)C(=O)Nc1cccc(C(=O)NCc2ccc(S(N)(=O)=O)cc2)c1,99,99,99,10,1,24,97,99,0.2,5,99
O=C1C(C=NCCCN2CCCC2=O)=C(O)c2ccccc21,97,101,101,7,0,5,100,104,0.0,.,101
CC(C)(C)n1nnnc1C(c1cccc(C#N)c1)N1CCC(Cc2ccccc2)CC1 (stereo not given),.,.,.,17,1,23,.,.,0.7,8,.
Cc1ccc(N2CC(C(=O)Nc3nnc(SCC(=O)Nc4nc(C)cs4)s3)CC2=O)cc1 (stereo not given),95,96,98,14,-5,9,92,94,-0.6,-1,95
COc1ccc(CSc2ncnc3sccc23)cc1F,104,93,96,7,4,16,99,95,0.6,-21,96
CCOc1ccc(CC(=O)C2C(=O)CC(C)(C)CC2=O)cc1OCC,100,101,104,22,1,23,103,104,0.4,.,103
COC(=O)CCC(=O)N1CCc2cc(S(=O)(=O)N3CCc4ccccc43)ccc21,98,97,98,4,5,17,99,99,0.6,32,98
COc1cc(OC)cc(C(=O)Nc2cccc(NC(C)=O)c2)c1,96,99,98,15,7,24,98,97,0.3,.,97
CCOC(=O)N1CCN(C(=O)c2cc3c(s2)-c2ccccc2OC3)CC1,100,96,102,4,0,24,99,98,0.2,.,98
CS(=O)(=O)N(CC(=O)Nc1ccccc1C(=O)N1CCCC1)c1ccc2c(c1)OCO2,98,97,103,6,5,20,99,98,1.2,-1,99
c1ccc(Nc2nc(-c3ccncc3)cs2)nc1,98,100,105,6,-4,27,101,101,-3.0,.,102
COc1ccc(OC)c(NC(=O)c2nc(-c3ccccc3)oc2C)c1,102,92,92,13,8,11,96,93,0.2,10,96
Cc1ccc(S(=O)(=O)C2(C(=O)NCc3ccc4c(c3)OCO4)CC2)cc1,101,101,102,9,-3,19,100,103,-1.4,.,101
CC(O)c1c(-c2ccccc2)nn(C)c1Cl (stereo not given),98,97,99,15,1,11,97,95,0.6,4,96
CCOC(=O)N/N=C/c1ccc(C)o1,97,97,99,11,2,16,99,100,0.6,-5,99
CNC(=S)N(Cc1cccs1)Cc1cc2ccc(OC)cc2[nH]c1=O,99,104,109,15,-1,2,102,102,-0.3,.,103
CCCC(=O)Nc1nnc(COC)s1,98,96,98,10,-1,47,96,97,-0.2,1,97
COCCn1nnnc1CN(Cc1cccnc1)Cc1cc2cc(OC)ccc2[nH]c1=O,97,98,101,37,7,25,96,104,-0.3,.,97
O=C(NCC1CCCO1)C(c1ccc(N2CCOCC2)cc1)N(C(=O)Cn1nnc2ccccc21)c1ccccc1F (stereo not given),102,94,101,9,3,17,100,95,0.1,2,100
CCNC(=S)NNC(=O)c1cc(CC(C)C)nc2ccccc12,97,98,99,30,2,7,97,97,0.6,-12,99
CC1CCc2c(sc3nn[nH]c(=O)c23)C1 (stereo not given),100,99,104,13,12,27,99,100,0.2,3,100
Cc1nnc(CN(C)Cc2cn[nH]c2-c2ccc(-c3ccccc3)cc2)o1,103,97,100,3,6,12,101,96,0.5,-14,100
O=C(Nc1cccc(-c2nnc(-c3ccccc3)o2)c1)C1CC1,95,92,91,9,29,15,92,91,0.6,-15,92
CN1CCN(CCN2CCn3c2nc2ccccc23)CC1,99,99,101,11,3,23,103,104,1.0,16,103
CCc1nnc(NC(=O)c2cc(-c3cccnc3)nc3ccccc23)s1,94,90,95,11,33,15,87,89,5.2,.,90
C=CCOc1c(Br)cc(/C=N/O)cc1OCC,97,98,102,9,12,8,98,101,-0.2,.,101
COc1ccccc1-c1cc(C2CC2)nc(N)c1C#N,99,99,100,32,3,44,99,100,0.6,-11,99
COC(=O)c1nc2n(n1)C(c1cccc(Cl)c1)C1=C(CC(C)(C)CC1=O)N2 (stereo not given),99,99,106,6,-1,15,101,103,-0.1,.,102
COc1ccc2cc(C3CC(c4cccs4)=NN3S(C)(=O)=O)c(Cl)nc2c1 (stereo not given),100,99,101,3,-1,17,94,97,-0.1,-17,99
CCCn1nc2cc(C(=O)NCc3ccc(OC)cc3)ccc2c1OCC,96,97,97,11,4,9,95,97,0.6,4,96
COC(=O)c1ccccc1NC(=O)Nc1cnccn1,102,101,104,6,6,19,106,107,1.3,-3,105
Cc1cc(C)c(C(=O)COC(=O)CCNS(=O)(=O)c2c(Cl)cccc2Cl)cc1C,100,99,102,10,97*,6,98,100,3.0,11,99
CCOc1cc(/C=C2\CCCC(C(=O)C(F)(F)F)=C2O)ccc1O,97,98,100,3,7,11,94,94,0.1,-13,96
COC(=O)c1ccc(COC(=O)c2ccc(CS(=O)(=O)c3ccc(C)cc3)cc2)cc1,98,98,104,18,9,10,95,103,1.1,-5,102
COc1ccc(C2Nc3ccccc3C(=O)N2c2ccc(C)cc2)cc1Cn1nnc2ccccc21 (stereo not given),?,?,?,31,3,11,?,?,2.3,.,?
CCN1CCN(Cc2cccc(Oc3ccccc3)c2)CC1,98,95,101,17,0,13,96,100,0.3,.,99
Cc1nn(CC(=O)Nc2ccccn2)c(=O)c2ccccc12,96,97,98,11,1,12,96,99,0.5,.,99
CCN(CC)S(=O)(=O)c1cccc(C(=O)N2CCCCC2)c1,?,?,?,16,3,30,?,?,0.0,.,?

# Source: PubChem BioAssay
